VHR inh abs: blocks human VHR1 dual specificity phosphatase; recombinant VHR phosphatase, pNPP absorbance; AID 1654; 290,000 compounds, 0.52% hits; inhibition, % at 13.3 µM; in the data active = inhibition above about 50%; note: some compounds called inactive have numbers as strong as hits
Target sequence (P51452 whole entry, looked up): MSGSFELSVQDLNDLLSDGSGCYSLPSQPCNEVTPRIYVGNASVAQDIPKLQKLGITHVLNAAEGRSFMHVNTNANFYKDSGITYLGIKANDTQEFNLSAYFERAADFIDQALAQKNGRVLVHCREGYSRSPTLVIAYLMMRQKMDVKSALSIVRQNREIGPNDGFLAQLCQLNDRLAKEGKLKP
PrPC surface inh: inhibitors of human cell surface prion protein PrPC. P04156. TR-FRET read-out. inhibition, % at 13.8 µM. 370,000 compounds, 0.43% hits. AID 720596; in the data active = inhibition above about 24%; note: 0% = median of the test wells and 100% = reference compound wells
CCHFV vOTU inh: CCHFV vOTU protease inhibition; Pep-AMC fluorescence; 370,000 compounds, 0.55% hits; inhibition, % at 11.5 µM; in the data active = inhibition above about 30%; note: 0% = vehicle wells with enzyme and 100% = no enzyme wells
3CLpro inhibitor: SARS-CoV 3CLpro protease inhibition. P0C6X7. recombinant SARS-CoV 3CLpro, quenched FRET peptide cleavage. inhibition, % at 6 µM. 290,000 compounds, 0.14% hits; in the data active = inhibition above about 12%
MazF activator: activators of E. coli MazEF toxin-antitoxin RNase | FAM/BHQ RNA-DNA oligo cleavage fluorescence, 5 h | AID 504720 | P0AE70 | activation, % at 20 µM | 350,000 compounds, 0.32% hits; in the data active = activation above about 50%
Target sequence (P0AE70 whole entry, looked up): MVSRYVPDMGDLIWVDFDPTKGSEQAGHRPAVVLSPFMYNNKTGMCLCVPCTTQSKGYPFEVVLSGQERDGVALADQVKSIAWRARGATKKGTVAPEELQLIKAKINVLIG
TcdB inh: inhibitors of Clostridioides difficile toxin B glycohydrolase. TcdB glycohydrolase enzymatic assay, plate reader. inhibition, % at 9.99 µM. 350,000 compounds, 0.24% hits. AID 652162; in the data active = inhibition above about 10%
Vc quorum ag: induces V. cholerae light production without autoinducers | V. cholerae BH1578 lux reporter, luminescence, 6 h | activation, % at 18.7 µM | 350,000 compounds, 0.16% hits | AID 588436; in the data active = activation mostly above about 9.7%, no sharp cut-off; note: not every result past the cut was called active; inactives centre near 0; reference of the scale not given here
PriA SSB inh: inhibitors of Klebsiella pneumoniae PriA binding to SSB C-terminal tail; AlphaScreen SSBct-PriA binding, biotinylated peptide; inhibition, % at 33 µM; 430,000 compounds, 0.6% hits; in the data active = inhibition mostly above about 37%, no sharp cut-off; inactive = mostly below about 20%;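 note: plate controls were negative control peptide for no effect and reference peptide for full effect; strong numbers were not always called active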
Yp Topo-I inh: Y. pestis Topo-I inhibition via cleavage products. Y. pestis Topo-I cleavage product accumulation, plate reader. AID 504884. 360,000 compounds, 0.064% hits. activity, % at 10 µM; in the data active = activity above about 50%, passing the limit was not always enough; note: inactives centre near 2
Rv3671c inh: inhibitors of M. tuberculosis serine protease Rv3671c; P9WHR9; inhibition, % at 5.96 µM; 320,000 compounds, 0.048% hits; AID 2606; in the data active = inhibition above about 38%;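 note: extracellular domain of Rv3671c used as enzyme; 0% = enzyme with DMSO and 100% = no enzyme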
Target sequence (P9WHR9 whole entry, looked up, the tested form may be a part): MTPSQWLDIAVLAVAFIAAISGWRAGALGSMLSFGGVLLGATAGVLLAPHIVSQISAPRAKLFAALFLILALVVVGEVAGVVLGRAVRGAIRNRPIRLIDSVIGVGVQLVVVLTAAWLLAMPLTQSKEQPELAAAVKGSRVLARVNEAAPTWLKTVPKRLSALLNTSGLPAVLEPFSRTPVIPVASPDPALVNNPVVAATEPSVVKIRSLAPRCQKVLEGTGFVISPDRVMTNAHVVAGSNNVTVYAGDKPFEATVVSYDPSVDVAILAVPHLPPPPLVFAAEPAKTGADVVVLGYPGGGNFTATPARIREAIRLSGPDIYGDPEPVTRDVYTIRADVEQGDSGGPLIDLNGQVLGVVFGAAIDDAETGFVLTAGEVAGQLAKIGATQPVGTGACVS
Starred values were filed as active, the others as inactive; i = inactive; . = no result given; & = joins results of further samples. Some of the compounds tested, so the mix of outcomes need not match the whole.

Start of the listing, in advance:
SMILES	VHR inh abs	PrPC surface inh	CCHFV vOTU inh	3CLpro inhibitor	MazF activator	TcdB inh	Vc quorum ag	PriA SSB inh	Yp Topo-I inh	Rv3671c inh
COc1ccc(-c2ccnc3c(C(=O)O)cnn23)cc1	-10.7	-19.8	-12.1	-0.5	9.9	1.2	0.4	0.9	0.7	-1.7
CC(OC(=O)c1ccc(-n2cnnn2)cc1)C(=O)Nc1ccccc1[N+](=O)[O-] (stereo not given)	.	3.6	9.7	.	1.6	-0.2	i	9.7	-5.3	-0.4

The whole of this part, from the start:
SMILES	VHR inh abs	PrPC surface inh	CCHFV vOTU inh	3CLpro inhibitor	MazF activator	TcdB inh	Vc quorum ag	PriA SSB inh	Yp Topo-I inh	Rv3671c inh
COc1ccc(-c2ccnc3c(C(=O)O)cnn23)cc1	-10.7	-19.8	-12.1	-0.5	9.9	1.2	0.4	0.9	0.7	-1.7
CC(OC(=O)c1ccc(-n2cnnn2)cc1)C(=O)Nc1ccccc1[N+](=O)[O-] (stereo not given)	.	3.6	9.7	.	1.6	-0.2	i	9.7	-5.3	-0.4
COc1ccc(-n2c(SCC(=O)Nc3cc(C)on3)nc3c(c2=O)SCC3)cc1	-11.8	-5.7	1.3	-3.0	-2.2	0.9	i	4.4	-6.9	4.4
Cc1cccc(NC(=O)CSc2ncnc3sc(C)c(C)c23)n1	-5.6	26.6*	1.4	0.4	-2.5	-0.9	-3.6	6.9	30.8	.
O=C(CNCc1ccc(F)cc1)Nc1ccccc1[N+](=O)[O-]	30.9	-5.2	13.4	-1.8	4.4	-1.1	-1.5	8.7	9.1	0.6
Cc1ccc(S(=O)(=O)N2CCN(CCOc3c(Cl)cccc3Cl)CC2)cc1C	.	3.3	7.7	.	-0.5	0.4	i	-3.0	43.5	-7.6
Cc1c(NC(=O)CN2CCN(c3ccc(O)cc3)CC2)c(=O)n(-c2ccccc2)n1C	18.5	6.6	-2.8	1.8	3.2	-3.1	-1.9	3.2	-10.7	3.9
CN1CCN(c2nc3c(c(=O)[nH]c(=O)n3C)n2CCOc2ccccc2)CC1	5.6	1.4	-1.8	0.9	2.0	.	i	-0.2	-3.1	.
CC1(C(=O)NS(=O)(=O)C2CC2)CCN(C(=O)COc2ccc(Cl)cc2Cl)C1 (stereo not given)	.	8.3	-6.6	.	.	-1.8	0.8	.	5.3	.
CC(=O)Nc1nonc1NC(=O)CSC1=NCCS1	3.0	-3.2	2.0	5.5	4.0	-0.1	-0.7	-9.4	-3.2	-0.5
Cc1oc(-c2ccccc2Cl)nc1CN1CCCCC1c1cccnc1 (stereo not given)	14.7	4.5	-5.1	-1.2	2.7	1.6	-0.5	5.0	-0.8	-4.9
Cc1c(O)ccc2c(CC(=O)N[C@@H](Cc3c[nH]c4ccccc34)C(=O)O)cc(=O)oc12	-2.4	1.5	-57.8	0.9	5.1	-1.0	i	0.0	-0.4	5.2
Cc1ccccc1NC(=O)C1CCC(C)(C(=O)O)C1(C)C (stereo not given)	3.5	5.2	2.6	0.4	9.7	.	i	5.2	10.8	0.6
CCOC(=O)c1ccc(-n2c(C)nc3c(cnn3-c3ccccc3Cl)c2=O)cc1	-8.3	5.1	-4.0	0.1	5.6	.	-0.3	0.8	2.4	-10.0
CC(=O)Nc1ccc(C(=O)CSc2ncn(-c3ccccc3)n2)cc1	2.9	2.4	3.6	-8.9	1.4	.	-0.2	-29.4	1.5	-8.3
CCOc1ccc(S(=O)(=O)Nc2nc3ccccc3nc2N2CCN(C)CC2)cc1	-5.6	4.3	1.4	1.9	-1.6	.	-0.6	3.1	-4.8	0.9
O=C(O)/C(=C\c1ccc(Cl)cc1)c1ccc(F)cc1	1.5	6.0	-17.5	3.4	-7.1	1.1	-0.4	-2.9	-4.8	-10.7
Cc1cc(C(=O)N/N=C/c2ccccn2)c2ccccc2n1	1.4	7.5	2.1	-4.9	5.4	1.5	-0.5	.	-1.5	4.3
Cc1ccc(S(=O)(=O)c2c(N)n(NC(=O)c3ccco3)c3nc4ccccc4nc23)cc1	37.4	-8.1	-96.1	-3.0	-7.3	.	-0.2	-14.7	4.3	-4.6
COc1ccccc1N1CCN(/N=C/c2cc([N+](=O)[O-])ccc2Cl)CC1	19.7	-3.9	-2.2	8.2	-3.7	2.1	-0.5	.	-3.1	-2.0

3 structures out of the list, ordered by length of the SMILES, low to high:
SMILES	VHR inh abs	PrPC surface inh	CCHFV vOTU inh	3CLpro inhibitor	MazF activator	TcdB inh	Vc quorum ag	PriA SSB inh	Yp Topo-I inh	Rv3671c inh
O=C(O)/C(=C\c1ccc(Cl)cc1)c1ccc(F)cc1	1.5	6.0	-17.5	3.4	-7.1	1.1	-0.4	-2.9	-4.8	-10.7
CCOc1ccc(S(=O)(=O)Nc2nc3ccccc3nc2N2CCN(C)CC2)cc1	-5.6	4.3	1.4	1.9	-1.6	.	-0.6	3.1	-4.8	0.9
Cc1c(O)ccc2c(CC(=O)N[C@@H](Cc3c[nH]c4ccccc34)C(=O)O)cc(=O)oc12	-2.4	1.5	-57.8	0.9	5.1	-1.0	i	0.0	-0.4	5.2

Additional entries follow.
SMILES	VHR inh abs	PrPC surface inh	CCHFV vOTU inh	3CLpro inhibitor	MazF activator	TcdB inh	Vc quorum ag	PriA SSB inh	Yp Topo-I inh	Rv3671c inh
CC(C)c1nnc(NC(=O)c2cnccn2)s1	-12.1	3.7	-8.8	7.1	-7.1	.	i	5.5	6.4	1.1
CCOC(=O)c1ccc2c(c1)C1C=CCC1C(C(=O)OCC)N2 (stereo not given)	15.4	-5.6	15.9	-0.6	-3.8	0.6	0.3	13.6	5.4	13.2
C=CCn1nc(C(=O)OCC)cc1-c1sc(NC(=O)c2ccccc2)nc1C	.	8.3	12.4	.	5.1	-0.2	1.6	.	6.7	.
COCCn1c(-c2ccc(OC)c(OC)c2)nc2ccccc21	-12.1	-0.8	1.5	0.5	19.2	.	i	-6.7	6.0	-1.5
COc1cccc(N2CCN(C3OC(=O)c4ccccc43)CC2)c1 (stereo not given)	12.9	3.5	4.4	-3.9	1.8	.	3.4	-15.9	2.3	-6.6
C#CCOC(=O)Nc1cc(C)n(-c2ccccc2)n1	22.4	7.9	10.6	0.1	0.8	1.0	-0.3	-4.5	-3.4	-4.6
CCOC(=O)c1ccc2[nH]c3c(c2c1)CCCC3C(=O)OCC (stereo not given)	14.0	-2.1	4.7	0.0	-2.5	.	-1.0	-18.6	25.0	0.4
Cc1ccc(NC(=O)CCC2CC(C)(C)OC2=O)cc1 (stereo not given)	7.6	-2.7	-5.3	0.3	-0.9	1.2	i	-9.8	-2.7	0.4
CC(C)(C)c1nn(-c2ccccc2)c2[nH]c(=O)c(CNCc3ccc4c(c3)OCO4)cc12	-4.1	-2.9	0.6	7.9	-4.7	.	i	-2.5	21.5	-4.8
COc1ccc(CCNC(=O)CC2SC(=NCCc3ccccc3)NC2=O)cc1OC (stereo not given)	1.3	2.4	4.7	2.5	-2.3	-0.3	-1.4	-6.0	3.7	-4.0
N#CCN1CCC(c2cc(-c3ccco3)n[nH]2)CC1	12.3	0.1	27.1	-0.1	4.7	-3.4	.	-13.8	.	-9.6
CCOC(=O)N1CCN(C(=O)C2CCCN(Cc3nc(-c4ccc(Cl)cc4)oc3C)C2)CC1 (stereo not given)	27.3	6.1	0.4	-4.4	-1.4	-0.2	-0.2	-0.6	-5.9	2.2
COc1ccccc1Oc1ccc(NC(=O)c2ccc(Cl)cc2)cc1	23.4	1.4	3.7	0.1	-11.4	1.4	-0.2	-7.1	11.1	5.0
O=C(NNS(=O)(=O)c1ccc(Cl)cc1)c1cc(-c2ccccc2)n[nH]1	-7.7	6.0	7.5	2.1	13.1	-2.1	-0.5	-1.3	-3.3	0.9
Cc1cccc(NC(=O)C2CCCN(S(=O)(=O)c3ccc(-n4cnnn4)cc3)C2)c1 (stereo not given)	-4.2	4.8	-0.5	0.2	8.6	0.3	-7.8	-13.6	-6.8	2.5
Cc1cccc(C)c1OCC(N)C(C)C (stereo not given)	.	5.3	-2.1	.	3.0	-0.2	-0.8	-6.1	-2.5	1.7
COc1ccc(C(C)NC(=O)C2CCN(CCCc3ccccc3)CC2)cc1OC (stereo not given)	.	-3.4	-1.7	.	.	1.1	i	.	-1.6	.
COc1ccc(NC(=O)CN(C)C(=O)c2ccccc2OC)cc1	51.3*	4.0	-9.3	-0.7	8.6	1.1	i	-3.4	4.2	.
COc1ccc2c(c1OC)C(=O)OC2c1c(O)nc(SC)n(-c2ccccc2)c1=O (stereo not given)	13.1	2.1	6.6	7.7	1.6	.	i	0.2	4.4	2.9
Cc1nc2nc(C)c(CCC(=O)NCCCN3CCN(c4cccc(Cl)c4)CC3)c(C)n2n1	47.0&27.7	-1.2&-3.6	-8.0&4.3	0.8&1.0	5.0&11.7	0.0	-0.5	8.7	11.0&8.8	6.6&-12.0

Copied from the list:
Vc quorum ag with COc1cccc(N2CCN(C3OC(=O)c4ccccc43)CC2)c1 (stereo not given) → 3.4
Yp Topo-I inh with CCOC(=O)c1ccc2c(c1)C1C=CCC1C(C(=O)OCC)N2 (stereo not given) → 5.4
Vc quorum ag with CCOC(=O)N1CCN(C(=O)C2CCCN(Cc3nc(-c4ccc(Cl)cc4)oc3C)C2)CC1 (stereo not given) → -0.2
TcdB inh with O=C(NNS(=O)(=O)c1ccc(Cl)cc1)c1cc(-c2ccccc2)n[nH]1 → -2.1
Yp Topo-I inh with COc1ccc(C(C)NC(=O)C2CCN(CCCc3ccccc3)CC2)cc1OC (stereo not given) → -1.6

More entries
SMILES	VHR inh abs	PrPC surface inh	CCHFV vOTU inh	3CLpro inhibitor	MazF activator	TcdB inh	Vc quorum ag	PriA SSB inh	Yp Topo-I inh	Rv3671c inh
O=C(NN=C1CCCCCCC1)c1ccccn1	-15.7	-6.2	-10.8	2.3	6.4	.	-0.3	5.0	-0.4	4.5
Cc1ccc(C)c(NC2=C(Cl)C(=O)OC2OC(C)C)c1 (stereo not given)	26.2	0.6	11.0	-1.0	0.9	-0.8	-0.4	1.9	9.6	-3.0
Cc1[nH]c2ccc(OC(F)(F)F)cc2c1CCN1C(=O)c2ccc(C(=O)O)cc2C1=O	5.8	0.5	18.5	2.6	1.6	-2.3	i	6.7	-1.7	-4.3
CCOCCCNC(=O)C1CCCN(S(=O)(=O)c2ccc(-n3cnnn3)cc2)C1 (stereo not given)	18.5	-4.5	4.6	0.6	4.6	0.4	-0.3	-9.8	4.3	0.1
Cc1ccc2c(CN3CCN(S(=O)(=O)c4ccccc4C(F)(F)F)CC3)cc(=O)oc2c1	.	-3.7	16.1	.	1.1	3.4	-0.4	-5.3	25.7	-11.9
Oc1ccc(C2=Nn3c(nnc3-c3ccco3)SC2)cc1O	-4.4	-11.4	8.7	-2.6	6.3	.	-1.1	-8.5	-13.8	28.8
Cc1ccc(N2CCN(S(=O)(=O)c3ccc4c(c3)n(C)c(=O)c(=O)n4C)CC2C)cc1 (stereo not given)	18.3	2.5	-4.2	-1.8	2.0	.	-0.1	-11.6	-3.4	3.2
Cc1ccc(NC(=O)CSc2nnc(C)n2CC2CCCO2)cc1 (stereo not given)	18.1	7.9	-5.6	8.5	6.6	1.5	-0.4	-0.8	-3.0	-2.5
CC(C)C1Nc2c(C(=O)O)cccc2C(Nc2ccccc2C(=O)O)C1(C)C (stereo not given)	11.0	1.3	-43.0	3.2	0.5	-1.4	-0.2	0.5	5.4	-12.2
CCCCN(C(=O)c1cccc(-n2cccc2)c1)c1c(N)n(CCC)c(=O)[nH]c1=O	.	-4.1	-3.1	.	-0.7	4.4	-0.5	-6.2	8.6	-9.1
CCCn1c(=O)[nH]c(=O)c2[nH]cnc21	8.6	4.0	7.2	-1.0	6.8	1.4	-0.2	-2.6	-7.5	0.1
O=C(O)Cc1coc2ccc3ccccc3c12	48.3	-0.9	-3.6	-1.8	2.1	2.3	-2.0	-10.8	-9.8	4.6
CC(=O)NCc1ccc(S(=O)(=O)NC2CCN(Cc3ccccc3)CC2)cc1	3.7	1.1	-12.1	0.4	-19.5	1.3	.	-9.2	.	-1.4
O=C(Nc1ccc2c(c1)[C@H]1C[C@@H](CC(=O)N3CCOCC3)O[C@@H](CO)[C@H]1O2)C1CCOCC1	.	-9.1	-8.5	.	3.4	0.3	i	.	1.6	.
CC1O[C@@H](O[C@H](C)CC[C@@H](C)O)C(O)C[C@H]1O (stereo not given in full)	.	3.8	9.6	.	2.3	-1.0	i	-0.3	-1.5	3.9
